# Screens: PubChem BioAssay, National Center for Advancing Translational Sciences (NCATS)
# HP1b binding inh – HP1-beta chromodomain-methylated histone interaction inhibition; 390,000 compounds, 0.56% hits; P83916; AlphaScreen HP1-beta / biotin-H3K9me3 peptide binding; Potency, µM (series often up to 114 µM), without a hit: top-dose activity change, negative = inhibition, most hits filed as inhibitors; also: nearly all actives have a fitted effect of over 70% in size; inactives centre near 23
# Target sequence (P83916 whole entry, looked up): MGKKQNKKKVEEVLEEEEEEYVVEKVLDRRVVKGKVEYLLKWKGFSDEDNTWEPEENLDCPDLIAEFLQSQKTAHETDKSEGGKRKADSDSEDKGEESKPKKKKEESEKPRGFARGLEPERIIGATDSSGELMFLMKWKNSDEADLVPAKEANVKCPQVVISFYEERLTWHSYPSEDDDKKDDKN
#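 Compound inhibition of the preformed complex between 50 nM HP1-beta and 50 nM biotinylated H3K9me3 peptide was read by AlphaScreen. Buffer was PBS pH 7.4 with 0.01% Tween-20. Incubations ran 30 min at room temperature, with 10 ug/mL donor/acceptor beads.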
# G9a block – blocks human histone lysine methyltransferase G9a | AID 504332 | Potency, µM (highest dose often 102 µM), inactives show at the highest dose activity, negative = inhibition, usual class: inhibitors | 350,000 compounds, 8.8% hits | G9a H3K9 monomethylation, AlphaScreen, 2 h; also: % is scaled to controls: 0 for no effect and ±100 for the full control effect; nearly all actives have a fitted effect of over 75% in size
#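 Signal arises when biotinylated H3K9 peptide, once monomethylated, bridges streptavidin donor and antibody-captured acceptor beads. Enzyme at 20 nM was preincubated 15 min with test compounds; peptide 500 nM and SAM 20 uM then reacted for 2 h.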
# Pin1 inhibitor – blocks the human prolyl isomerase Pin1 | Pin1 FP peptide displacement, HiFluor488, 10 min | Potency, µM (series often up to 115 µM), inactives show at the top dose activity, negative = inhibition, usual class: inhibitors | AID 504891 | Q13526 | 390,000 compounds, 0.009% hits; active = well fitted inhibition curve with a large enough effect in the polarisation, with a control signal flat, not every such curve was filed as active; inconclusive = small, poorly fitted or top-dose-only effect, or effect the other way, or a change in a side signal; inactive = no such curve, though single readings can be large or run the other way; the % refers to the polarisation; also: % is scaled to controls: 0 for no effect and ±100 for the full control effect
# Target sequence (Q13526 whole entry, looked up): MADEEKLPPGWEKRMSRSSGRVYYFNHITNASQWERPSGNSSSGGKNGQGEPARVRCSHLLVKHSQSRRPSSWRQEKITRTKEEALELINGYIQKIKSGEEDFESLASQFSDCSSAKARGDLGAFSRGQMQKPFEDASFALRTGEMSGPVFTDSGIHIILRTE
# GLS inhibitor – inhibitors of human glutaminase (GLS); GLS enzymatic activity, qHTS titration; 410,000 compounds, 0.21% hits; Potency, µM (highest dose often 45.5 µM), inactives show at the highest dose activity change, negative = inhibition, usual class: inhibitors; AID 624170; O94925; also: % is scaled to controls: 0 for no effect and ±100 for the full control effect
#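 Glutamate formation by hKGA was monitored fluorometrically using coupled glutamate oxidase, HRP and Amplex Red. Substrate was added as 1 mM L-glutamine solution; incubation was 30 min at RT after an initial read.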
# BLM inh – inhibitors of human Bloom syndrome helicase BLM | P54132 | recombinant BLM DNA unwinding, fluorescence dequenching | Potency, µM (series often up to 56.1 µM), without a hit: top-dose activity change, negative = inhibition, hits mostly inhibitors | 350,000 compounds, 0.2% hits;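 also: plate controls were vehicle for no effect and no enzyme for full effect; nearly all actives have a fitted effect of over 35% in size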
# POLI inh – inhibitors of human DNA polymerase iota. Pol iota fluorescent replication assay, 10 min. Potency, µM (series often up to 115 µM), for the others: at the top dose activity, negative = inhibition, usual class: inhibitors. 390,000 compounds, 1% hits. AID 588590
# Target sequence (Q9UNA4 whole entry, looked up): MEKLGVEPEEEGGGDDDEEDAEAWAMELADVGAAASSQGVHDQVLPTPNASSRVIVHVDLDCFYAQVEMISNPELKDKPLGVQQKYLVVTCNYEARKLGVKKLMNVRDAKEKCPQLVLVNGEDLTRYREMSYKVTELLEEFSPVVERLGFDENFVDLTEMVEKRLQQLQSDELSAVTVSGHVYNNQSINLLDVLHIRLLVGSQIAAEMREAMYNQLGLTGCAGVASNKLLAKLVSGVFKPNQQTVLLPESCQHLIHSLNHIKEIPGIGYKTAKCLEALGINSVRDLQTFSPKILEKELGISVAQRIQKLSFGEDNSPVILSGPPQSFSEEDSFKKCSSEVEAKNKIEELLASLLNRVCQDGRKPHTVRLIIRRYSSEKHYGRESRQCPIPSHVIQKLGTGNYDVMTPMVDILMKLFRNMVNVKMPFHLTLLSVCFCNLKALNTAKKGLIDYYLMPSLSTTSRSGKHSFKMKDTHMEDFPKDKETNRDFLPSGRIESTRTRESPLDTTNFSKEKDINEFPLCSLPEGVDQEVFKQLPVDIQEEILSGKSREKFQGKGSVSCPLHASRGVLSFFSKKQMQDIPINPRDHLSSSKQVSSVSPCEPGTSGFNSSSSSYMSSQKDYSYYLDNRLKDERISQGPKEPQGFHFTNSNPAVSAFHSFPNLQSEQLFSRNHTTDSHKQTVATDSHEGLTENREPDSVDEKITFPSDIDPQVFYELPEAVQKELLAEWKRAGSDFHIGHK
#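 Fluorescent replication assay read twice, at 0 min and 10 min after adding 50 nM (final) substrate. Enzyme (10 nM) and compounds were first incubated 15 min at room temperature; enzyme-free buffer wells were negative controls.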
# BAZ2B inh – blocks human BAZ2B; Q9UIF8; AlphaScreen BAZ2B-H3K14Ac peptide displacement; Potency, µM (doses to about 114 µM), for inactives: at the top dose activity change, negative = inhibition, hits mostly inhibitors; 360,000 compounds, 4.4% hits; AID 504333; also: % is scaled to controls: 0 for no effect and ±100 for the full control effect; nearly all actives have a fitted effect of over 60% in size
#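 BAZ2B (50 nM) with biotin-H3(5-23)K14Ac peptide (50 nM) in PBS pH 7.4, 0.01% Tween-20, preformed 30 min, then compound 30 min at room temperature; top concentration 110uM. AlphaScreen streptavidin donor/nickel chelate acceptor beads (10 ug/mL final), 20 min dark, signal read.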
# Tb PGK inh – blocks T. brucei phosphoglycerate kinase. PGK/GAPDH coupled, Kinase-Glo luminescence, 60 min. AID 602233. P07378. Potency, µM (highest dose often 57.5 µM), for inactives: at the top dose activity change, negative = inhibition, hits mostly inhibitors. 380,000 compounds, 0.043% hits; also: % is scaled to controls: 0 for no effect and ±100 for the full control effect; nearly all actives have a fitted effect of over 60% in size
#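 Luminescent ATP detection (Kinase-Glo Plus) follows a 60-minute room-temperature incubation, with wells lacking PGK as controls. Buffer: 100 mM TEA (pH 7.6), 5 mM MgCl2, 0.01% Tween-20. Coupling enzyme GAPDH (100 nM final) supplies unstable 1,3-BPG in-well.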
# JMJD2A Tudor inh – JMJD2A Tudor domain (human) inhibition; 390,000 compounds, 4.4% hits; Potency, µM (doses to about 114 µM), without a hit: top-dose activity change, negative = inhibition, hits mostly inhibitors; AID 504339; O75164; AlphaScreen JMJD2A-Tudor / H3K4me3 peptide binding; also: % is scaled to controls: 0 for no effect and ±100 for the full control effect; nearly all actives have a fitted effect of over 50% in size
# * marks the source's active call; other numbers are inactive results; i = inactive; ? = inconclusive; nt = not tested or not shown; & = joins results of further samples; [ ] = remark or other dose. Unless noted, calls follow the shape of the dose curve; as a rule, active = well fitted curve in the direction sought with a large enough effect; inconclusive = small, poorly fitted or top-dose-only effect, or another doubt; inactive = no such curve, though single readings can be large; an effect the other way counts as inactive or inconclusive. Potency is read from the fitted curve at half-maximal effect. An excerpt; rates above refer to the full screens.
# Every second line gives: HP1b binding inh, G9a block, Pin1 inhibitor, GLS inhibitor, BLM inh, POLI inh, BAZ2B inh, Tb PGK inh, JMJD2A Tudor inh
Cc1[nH]c2ccccc2c1N=Nc1ccccc1C(=O)O
→ -28%, ?, ?, 21%, -12%, ?, ?, -13%, ?
COC(=O)c1cc2c(ccn2-c2ccc(F)cc2)n1C(C)C
→ ?, -8%[0.0925 µM], 1%, -8%, -8%, 13%, ?, 0%, ?
O=C(CCCOc1ccc(Cl)cc1Cl)Nc1cc(S(=O)(=O)N2CCOCC2)ccc1N1CCOCC1
→ 11%, nt, 11%, 2%, nt, 6%, nt, -3%, -14%
CCCn1c(=O)c2sccc2n2c(CCCC(=O)N3CCN(c4cccc(Cl)c4)CC3)nnc12
→ 47%[activator], 6%[59 µM], -7%, -5%, 3%, 30%, -19%, -3%, -27%
O=C(COc1ccc([N+](=O)[O-])cc1)NNC(=S)NC(=O)c1ccc(Br)cc1
→ ?, 2.8µM*, 4%, 38%[activator], -4%, 99%[activator], 2%, 1%, 50µM*
O=C(O)c1ccccc1Cc1nc2cc(Cl)ccc2c(=O)[nH]1
→ 8%, -31%, -3%, -2%, -5%, 95%[activator], -9%, -5%, -20%
C/C(=N\Nc1cccc(C(=O)O)c1)c1ccc(Cl)s1
→ -3%, 22µM*, -20%, -1%, -11%, 35µM*, ?, -12%, ?
CCCCSCCCNC(=O)c1cn(C)c2ccc(S(=O)(=O)N3CCCCC3)cc2c1=O
→ 27%, -5%[59 µM], 3%, 2%, -6%, 11%, nt, i, -12%
O=C(/C=C/c1ccco1)Nc1ccc(Cl)c(-c2nc3cc(Cl)ccc3o2)c1
→ 22%, -33%[59 µM], 49%[activator], -9%, -6%, 6%, -13%, -3%, -13%
CC(C)c1ccc(N(CC(=O)NCCCN2CCOCC2)S(=O)(=O)c2ccccc2)cc1
→ 28%, -18%, 3%, -8%, nt, 35%[activator], -1%, i, 1%
CC(C)c1ccc(C(=O)OC2CCOC2=O)cc1 (configuration not stated)
→ 3%, -42%, -11%, -9%, -17%, 41%[activator], ?, 10%, -13%
COc1ccc(Br)cc1C(=O)Nc1cccc(NC(=O)c2ccco2)c1
→ 3%, 12%, 2%, 3%, -7%, 7%, 5%, i, -23%
CCN1C(=O)/C(=C\N2CCCc3ccccc32)SC1=S
→ 81%, -2%[12.7 µM], 7%, -1%, -1%, 10%, 1%, -7%, -5%
CC(=O)NC(Nc1c(C)n(C)n(-c2ccccc2)c1=O)C(Cl)(Cl)Cl (configuration not stated)
→ 61%[activator], ?, 0%, 12%, -4%, 2%, -7%, -5%, 11%
COc1ccc(OC)c(S(=O)(=O)N2CCN(c3ccccc3OC)CC2)c1
→ 52%[activator], -9%, 4%, 1%, -4%, 14%, 2%, -7%, -17%
CCc1ccc2c(c1)CCCN2C(=O)c1ccccc1C(=O)O
→ 25%, ?, ?, -2%, 2%, 0%, 56µM*, -10%, ?
COc1ccc(CNC(=O)c2cc(S(=O)(=O)N3CCCCC3)ccc2Cl)cc1OC
→ -1%, nt, 2%, 15%, nt, 19%, nt, -8%, -7%
COc1ccc(C2CC(=O)Nc3cc(C)c(C)cc32)c(OC)c1OC (configuration not stated)
→ 7%, 12%, -3%, 3%, -5%, 12%, 10%, 0%, -12%
O=C(COc1cccnc1[N+](=O)[O-])NCc1ccc(F)cc1
→ 34%, -7%[2.33 µM], 1%, -3%, 1%, 26%, -3%, 3%, 0%
CCc1nn(C(C)C(=O)NCCN2CCN(c3cccc(C)c3C)CC2)c(=O)c2cc3occc3n12 (configuration not stated)
→ 9%, -49%[59 µM], -1%, 19%, 2%, 6%, ?, -7%, -33%
Cn1c(CCCOc2ccc(Cl)cc2Cl)n[nH]c1=S
→ -3%, ?, -3%, 79%[activator], -5%, 132%[activator], -4%, -1%, ?
CCN(CC)CCNC(=O)c1ccc(CSc2nc3ccncc3n2Cc2cccc(F)c2)cc1
→ 29%, -5%[59 µM], 0%, -3%, 4%, 0%, 5%, -5%, 1%
CCOc1ccc(-c2cc(C(=O)N/N=C/c3ccc(O)cc3)c3ccccc3n2)cc1
→ -1%, nt, 3%, 5%, nt, 58%[activator], nt, -4%, -17%
CC(=O)C1C(c2ccc(C)cc2)c2c(noc2C)CC1(C)O (configuration not stated)
→ 50%[activator], 0%[59 µM], -6%, -6%, 1%, 33%[activator], -24%, -3%, -3%
COC(=O)c1ccc2c(=O)n(Cc3ccco3)c(SCC(=O)Nc3ccccc3Cl)nc2c1
→ 21%, 8%[59 µM], 5%, 1%, -3%, 13%, 4%, -8%, -3%
CCC(C)NC(=O)CC(c1ccc(OC)cc1)n1cccc1 (configuration not stated)
→ 24%, -24%, 1%, 1%, -1%, 7%, -7%, 0%, -11%
CN(Cc1ccccc1)S(=O)(=O)c1ccc(OCC(=O)NCc2cccnc2)cc1
→ -6%, 0%, 2%, -5%, -2%, 107%[activator], -3%, -1%, -24%
Cc1ccc(NC(=O)Cn2c(=O)c(C)nc3ccccc32)cc1
→ 26%, 8%, 32%[activator], 9%, -4%, 141%[activator], -12%, 5%, -1%
CCc1ccc(OC(=O)CN2C(=O)c3ccccc3C2=O)cc1
→ 104%[activator], nt, 7%, -2%, -11%, 65%[activator], 7%, -4%, 23%
O=C(NNC1=NCCC1)c1cccc(S(=O)(=O)N2CCCC2)c1
→ 23%, 9%[59 µM], 0%, -1%, -3%, 31%[activator], -5%, -1%, -10%
COc1ccccc1-n1cc(-c2ccc(Br)cc2)[nH]c1=S
→ -20%, -1%, 0%, -1%, -1%, ?, 2%, -3%, ?
Cc1nc2n[nH]c(N)c2c2c1CCCC2
→ 34%, 42%, -4%, 22%, -8%, -8%, -17%, -1%, -10%
Cc1cc(OCC(=O)OCC(=O)N(C)C2CCS(=O)(=O)C2)ccc1Cl (configuration not stated)
→ 42%[activator], -35%, -1%, 2%, nt, 48%[activator], 6%, -4%, -5%
c1ccc(-c2csc3ncn4nnnc4c23)cc1
→ ?, -22%[12.7 µM], 0%, 0%, -1%, ?, 0%, -3%, 14µM*
N#Cc1ccc(CSc2nnc(COc3ccccc3)n2-c2ccccc2)cc1
→ 40%[activator], 15%[12.7 µM], 6%, 0%, -7%, -10%[58.9 µM], 5%, -9%, -19%
Cc1cccc(C(=O)NN2S(=O)(=O)c3ccccc3S2(=O)=O)c1
→ 91%[activator], 7.1µM*, -12%, 1%, -7%, 23%, nt, i, -2%
CCOC(CCn1c(SCc2ccc([N+](=O)[O-])cc2)nc2ccccc2c1=O)OCC
→ -6%, -13%[59 µM], 2%, 12%, -12%, 10%, -10%, 7%, -31%
COc1ccc(Nc2cc(C(=O)NCCc3ccc(C)cc3)c3ccccc3n2)c(OC)c1
→ 19%, -22%[59 µM], 4%, 3%, -3%, -1%, nt, i, -25%
Cn1nc(C(=O)NCCc2ccc(S(N)(=O)=O)cc2)c2ccccc2c1=O
→ 34%, 0%, 13%, -1%, -4%, 12%, -1%, -8%, 8%
Cn1nnnc1NCc1cccc(Cl)c1Cl
→ 31%, 34%[12.7 µM], 1%, -8%, -9%, 21%, -16%, -2%, -4%
O=C(CSc1nc2ccccc2s1)NCCOc1ccccc1
→ 25%, 50%[59 µM], 5%, 0%, -4%, 55%[activator], 0%, 0%, -1%
CCOc1ccc(N(CC(=O)NC(C)(C)C)C(=O)c2ccco2)cc1
→ 35%, -9%, 0%, -1%, -4%, 25%, -1%, -3%, -7%
CC(C)CNCC1OCc2ccccc2CO1
→ 24%, 0%, 3%, 0%, 1%, 23%, -2%, 2%, -6%
CCOC(=O)C1C(c2ccc(C(=O)O)cc2)NC(=O)NC1(O)C(F)(F)F (configuration not stated)
→ -18%, 22%[59 µM], -2%, -1%, 3%, 51%[activator], 3%, -2%, -13%
O=C(CN1C(=O)NC2(CCCCCC2)C1=O)Nc1ccccc1[N+](=O)[O-]
→ 16%, nt, -5%, -4%, nt, 31%[activator], nt, -9%, -8%
COc1ccc(CCC(=O)Nc2cccc(S(=O)(=O)N(C)C)c2)cc1OC
→ 12%, -12%[59 µM], -9%, 5%, 2%, 157%[activator], 5%, 8%, -6%
COc1ccc(Cl)cc1NC(=O)c1c(NCc2ccc(C)o2)sc2c1CCC(C)C2 (configuration not stated)
→ 23%, ?, -6%, 8%, 0%, 5%, -6%, 5%, -35%
COc1ccc(NC(=O)CSc2nnc(-c3cccnc3)n2Cc2ccco2)c(OC)c1
→ 26%, 5%[59 µM], -3%, -3%, -21%, 2%, 5%, -8%, 7%
Cc1cc(N2C(=O)C3C4CC(C(Br)C4Br)C3C2=O)no1 (configuration not stated)
→ 52%[activator], -5%[59 µM], 0%, -6%, 2%, 103%[activator], 15%, i, 8%
CC(=O)OCC=C1CCC2C3CCC4=CC(=O)CCC4(C)C3C(O)CC12C (configuration not stated)
→ 26%[57 µM], nt, -4%, 0%, nt, 4%, nt, 3%, -9%
CC(=O)OC(C)(C)C#CCN1CCCC1
→ 16%, 10%[59 µM], 3%, 18%, -1%, 4%, 10%, -5%, -14%
O=C(CCN1CCCCC1)NNC(=S)NC(=O)c1ccc(Br)cc1
→ 11%, 11µM*, 2%, -19%, -4%, 98%[activator], ?, i, ?
COc1ccc(N2CCN(CC(=O)c3ccccc3)CC2)cc1
→ -2%, 11µM*, -7%, ?, -4%, 2%, -21%, 0%, ?
COc1cc(=O)n2c(-c3ccccc3)csc2n1
→ 62%[activator], -15%[59 µM], 4%, -4%, 0%, 3%, -7%, 0%, -4%[11.4 µM]
COc1cc(OC)c(Nc2cc(C)nc3ncnn23)cc1Cl
→ 17%, 11µM*, -4%, 18%, 2%, 9%, -3%, 3%, -17%
COCCn1c(SCc2cccnc2)nnc1-c1c[nH]c2ccccc12
→ 46%[activator], ?, 5%, -5%, 0%, 23%, -3%, i, -6%
CCOc1ccc(NC(=O)C2=C(C)C(=O)OC23CCC(C)CC3)cc1 (configuration not stated)
→ 17%&35%, -9%[59 µM], -3%&6%, -4%&-1%, -7%&-2%, 4%&-15%, -25%&-19%, -1%, -21%&-20%
